Assay outcomes from PubChem.
TSG101-PTAP inh: qHTS Assay for Iinhibitors of HIV-1 Budding by Blocking the Interaction of PTAP/TSG101; 340,000 tested, under 10 active; Potency, µM (doses to about 115 µM), inactives show at the highest dose activity change, negative = inhibition, most hits filed as inhibitors; Fluorescence polarization, FITC-PTAP peptide / Tsg101 binding; Tumor susceptibility gene 101 protein (Homo sapiens), Q99816; AID 493005, 2010; active = well fitted inhibition curve with a large enough effect in the main read-out, with a control signal flat, not every such curve was filed as active; inconclusive = small, poorly fitted or top-dose-only effect, or effect the other way, or a change in a side signal; inactive = no such curve, though single readings can be large or run the other way; also: potency is read from the fitted curve at half-maximal effect; % of control where 0% means no effect
Target sequence (Q99816 whole entry, looked up): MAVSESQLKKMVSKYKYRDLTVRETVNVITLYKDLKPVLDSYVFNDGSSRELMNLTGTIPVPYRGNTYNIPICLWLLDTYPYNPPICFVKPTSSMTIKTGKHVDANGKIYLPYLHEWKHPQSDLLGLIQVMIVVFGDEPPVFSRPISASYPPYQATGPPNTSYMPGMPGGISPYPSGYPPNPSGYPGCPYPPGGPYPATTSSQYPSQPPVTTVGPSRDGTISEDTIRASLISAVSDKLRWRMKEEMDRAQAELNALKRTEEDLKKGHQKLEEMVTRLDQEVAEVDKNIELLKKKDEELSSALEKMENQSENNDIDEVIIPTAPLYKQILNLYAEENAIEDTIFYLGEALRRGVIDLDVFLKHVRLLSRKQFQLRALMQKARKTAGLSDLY
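FP read-out: FITC-PTAP peptide, 50 nM final, binding Tsg101 binding domain, 10 uM final; 20 min, r.t.; 10 mM HEPES pH 7.5, 0.15 M NaCl, 0.01% Tween 20, 3 mM EDTA, 0.1 mM TCEP.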
CXXC DNA block: qHTS Fluorescence Polarization Assay for Inhibitors of MLL CXXC domain - DNA interaction; Histone-lysine N-methyltransferase 2A (Homo sapiens), Q03164; MLL-CXXC / FITC-HOXA9 DNA fluorescence polarization; Potency, µM (highest dose often 115 µM), inactives show at the highest dose activity change, negative = inhibition, usual class: inhibitors; actives 0.037% (n = 290,000); AID 2662, 2010; active = well fitted inhibition curve with a large enough effect in the polarisation, with a control signal flat, not every such curve was filed as active; inconclusive = small, poorly fitted or top-dose-only effect, or effect the other way, or a change in a side signal; inactive = no such curve, though single readings can be large or run the other way; the % refers to the polarisation; also: potency is read from the fitted curve at half-maximal effect
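Purified MLL-CXXC (added from a 7 uM solution) was preincubated 5 min at ambient with pinned compounds in 50 mM Tris-HCl pH 7.5, 50 mM NaCl, 1 mM DTT, 0.05% BSA. Fluorescein-labeled HOX-A9 DNA (50 nM solution) followed, 30 min, then polarization read.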
BRCA1 expr up: qHTS Assay to Identify Small Molecule Activators of BRCA1 Expression; MCF7-BRCA1-FFLuc reporter, luminescence, 48 h; response scale: scaled: vehicle 0%, 10 µM genistein 100%; actives 1.1% (n = 380,000); Potency, µM (titrated, usually from 46.1 µM), without a hit: top-dose activation, hits mostly activators; also: potency is read from the fitted curve at half-maximal effect; nearly all actives have a fitted effect of over 80% in size; some results filed as inactive show a strong effect at the top dose
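MCF7-BRCA1-FFLuc cells, 2000/well in phenol-red-free MEM, attached 2 h then treated 48 h at 37 C. Luciferase luminescence read 15 min after reagent; normalized to genistein maximum activation (10microM) and DMSO, concentration-response fitted.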
TCR activator: Activators of T cell receptors: qHTS campaign | primary human leukocytes, anti-CD3, IL-2 HTRF, 48 h | Potency, µM (highest dose often 9.22 µM), for inactives: at the highest dose activation of IL-2 secretion, usual class: activators | 330,000 tested, under 10 active; also: % of control where 0% means no effect
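Human primary leukocytes + a-CD3 beads + cpd, 48 hr; IL-2 in supernatant by HTRF (ex 320nm / em 665nm). No co-stimulatory signal supplied.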
B2AR arrestin: qHTS assay of beta-arrestin-biased ligands of beta2-adrenergic receptor; Potency, µM (highest dose often 46.1 µM), inactives show at the highest dose activation, actives largely listed as activators; AID 492947, 2010; actives 0.02% (n = 330,000); beta-arrestin recruitment to beta2AR, cell-based reporter;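 also: potency is read from the fitted curve at half-maximal effect; 0% = DMSO controls and full agonism = EC100 isoproterenol or metaproterenol; nearly all actives have a fitted effect of over 65% in size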
Target sequence (P07550 whole entry, looked up): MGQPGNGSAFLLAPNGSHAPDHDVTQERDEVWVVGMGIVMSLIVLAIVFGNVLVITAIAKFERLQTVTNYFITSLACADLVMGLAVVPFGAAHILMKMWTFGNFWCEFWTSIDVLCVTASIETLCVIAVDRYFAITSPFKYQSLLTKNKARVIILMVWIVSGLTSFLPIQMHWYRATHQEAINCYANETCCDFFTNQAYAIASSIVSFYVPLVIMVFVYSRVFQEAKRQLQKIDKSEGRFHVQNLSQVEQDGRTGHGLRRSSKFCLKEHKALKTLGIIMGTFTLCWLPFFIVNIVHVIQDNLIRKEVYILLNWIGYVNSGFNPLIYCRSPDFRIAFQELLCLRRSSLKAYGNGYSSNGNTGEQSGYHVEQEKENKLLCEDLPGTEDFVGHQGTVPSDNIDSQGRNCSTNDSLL
TRPV1 ag: HTS Assay for Compounds that Act as Agonists of the Vanilloid Receptor 1. activation, % at 8.33 µM. TRPV1-expressing cells, Fluo-8 calcium influx, agonist mode. actives 0.19% (n = 320,000); in the data active = activation above about 80%; inconclusive = between about 30% and that limit; also: 0% is about no effect
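Fluo-8 calcium influx in TRPV1-expressing cells, kinetic read (ex 480/em 520 nm). Compound added and read 3 min for agonist activity, followed by capsaicin at EC20 final and 2 min further read for enhancement.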
Integrin act MD: qHTS for Activators of Integrin-Mediated Alleviation for Muscular Dystrophy | alpha7betagal myoblasts, beta-gal FDG fluorescence, 48 h | Potency, µM (top dose mostly 38.3 µM), for the others: top-dose activation, hits mostly activators | actives 0.064% (n = 350,000);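 also: potency is read from the fitted curve at half-maximal effect; 100% = response of the positive control SU9516; nearly all actives have a fitted effect of over 60% in size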
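Alpha7betagal+/- myoblasts (passage 13) were plated 16-24 hr, then exposed to compounds (1:260 dilution of DMSO stock) for 48 hours at 37C. After MPER lysis, β-galactosidase reporter activity was read as FDG fluorescence (ex 480/em 540) after 30 minutes.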
p53 reactivation: qHTS assay for re-activators of p53 using a Luc reporter; actives 0.063% (n = 320,000); Potency, µM (doses to about 92.2 µM), without a hit: at the highest dose activity change, positive = activation, hits mostly activators; AID 504706, 2011; H1299 p53-A138V BP100-luciferase reporter, luminescence, 24 h; also: potency is read from the fitted curve at half-maximal effect; % of control where 0% means no effect; nearly all actives have a fitted effect of over 45% in size
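p53-null H1299 cells stably carrying temperature-sensitive p53-A138V and a BP100-luciferase reporter were pinned with compounds (4-point, 1:5 series) and held 24 hrs at 37 deg C. Luminescence was read 10 min after detection reagent.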
A-T KAP1 phos: qHTS Assay for Identifying a Potential Treatment of Ataxia-Telangiectasia; […] A-T fibroblasts, KAP-1 phosphorylation AlphaLISA; neocarzinostatin DNA damage 30 min before lysis; Potency, µM (top dose mostly 57.5 µM), inactives show top-dose activation, usual class: activators; actives 0.19% (n = 320,000); AID 485349, 2010; also: potency is read from the fitted curve at half-maximal effect; % of control where 0% means no effect; nearly all actives have a fitted effect of over 45% in size
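ATM-like activity read as KAP-1 phosphorylation via AlphaLISA donor/acceptor antibody pairs after lysis and 6 hr at 25C. Cells were ATM-null patient fibroblasts ([…], hTERT), dosed 60 min, then exposed to the DSB inducer NCS for 30 min.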
ELG1 repair inh: qHTS screen for small molecules that inhibit ELG1-dependent DNA repair in human embryonic kidney (HEK293T) cells expressing luciferase-tagged ELG1; HEK293T ELG1-luciferase reporter, luminescence, 16 h; DNA damage induced by 5-fluorouridine; Potency, µM (series often up to 46.1 µM), without a hit: at the highest dose activity change, negative = inhibition, most hits filed as inhibitors; actives 2.3% (n = 330,000); also: potency is read from the fitted curve at half-maximal effect; % is scaled to controls: 0 for no effect and ±100 for the full control effect; nearly all actives have a fitted effect of over 55% in size
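HEK293T cells expressing luciferase-tagged ELG1 (2,000/well) received 5-Fluorouridine plus compound or DMSO for 16 hr at 37 °C. Luciferase was read by ONE-Glo luminescence after 30 min at room temperature.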
An asterisk follows results filed as active; ? = inconclusive; / = no result given; [ ] = remark or other dose. Unless noted, calls follow the shape of the dose curve; as a rule, active = well fitted curve in the direction sought with a large enough effect; inconclusive = small, poorly fitted or top-dose-only effect, or another doubt; inactive = no such curve, though single readings can be large; an effect the other way counts as inactive or inconclusive. Compounds were not picked by outcome; about 3.8% have a hit in one of these screens.

SMILES | TSG101-PTAP inh | CXXC DNA block | BRCA1 expr up | TCR activator | B2AR arrestin | TRPV1 ag | Integrin act MD | p53 reactivation | A-T KAP1 phos | ELG1 repair inh
CCCc1[nH]nc2c1C1(C(=O)N(CC)c3ccccc31)C(C#N)=C(N)O2 (stereo not given) | -4.6% | -1.5% | 0.8% | / | 0.6% | -4.0 | -32.9%[7.66 µM] | -0.8% | -2.8% | -0.9%
NC(=O)C1CCN(C(=O)C23CC4CC(CC(C4)C2)C3)CC1 | -5.9% | -2.7% | 0.0% | -5.4% | -0.2% | 4.7 | 3.0% | 4.0% | 3.3% | 18.0%
COc1ccc2[nH]c(=O)c(CN(CCCN(C)C)C(=O)Nc3ccc(F)cc3)cc2c1 | -2.8% | 0.3% | -13.1% | 1.6% | -0.3% | 6.1 | -40.7% | 1.9% | 3.7% | 0.6%
COC(=O)/C=C/C(=O)Nc1cccc(C(F)(F)F)c1 | 1.0% | -2.6% | -58.5% | 2.0%[46.1 µM] | -0.4% | 17.0 | -31.5%[inhibitor] | 8.0% | 5.4% | -12.2%
Cc1ccccc1Cn1nc(C)c(NC(=O)c2cc3n(n2)C(C(F)F)CC(C(F)F)N3)c1C (stereo not given) | -0.4% | -4.9% | -18.4% | 3.2% | -0.1% | -0.6 | -2.0% | -24.8% | 8.0% | -5.5%
C=CCNC(=O)c1onc(CSc2ccc(C(C)C)cc2)c1C(=O)O | -1.2% | -17.0% | -0.1% | 0.9% | -1.2% | 2.9 | 6.0% | -4.5% | 12.1% | 2.7%
O=C(N=C1c2ccccc2CN1c1ccccc1)c1cccc([N+](=O)[O-])c1 | -0.7% | 5.2% | 20.0% | 7.1% | -1.4% | 11.5 | 9.4% | 11.1% | -15.5% | 15.3%
CC(C)(C)NC(=O)c1ccc2c3c(cccc13)CC2 | -0.2% | -1.8% | 5.6% | -16.2% | -0.3% | 8.9 | -22.9% | -3.0% | 3.0% | 6.0%
COc1ccc(C(c2nnnn2C2CCCCC2)N2CCN(C)CC2)c(OC)c1 (stereo not given) | -4.0% | -4.9% | 0.7% | -1.4% | 0.4% | ? | -10.3% | 0.4% | 2.7% | 14.9%
O=C1CC[C@@H](CN(Cc2ccccn2)Cc2nc(Cc3cccc(C(F)(F)F)c3)no2)N1 | -0.2% | 4.4% | 5.8% | -4.8% | -0.6% | 5.3 | -11.6% | 3.4% | 2.4% | 10.5%
Oc1ccc(Cl)cc1CNC1CCCCC1 | -7.6% | / | -6.2% | 4.7% | / | / | 7.9% | / | / | /
CC(C)C(NC(=O)c1ccc(C(C)(C)C)cc1)C(=O)NCC1(N(C)C)CCCCC1 (stereo not given) | -3.9% | 8.8% | 14.2% | -11.1% | -1.7% | -0.6 | -6.2% | 13.3% | 12.1% | 24.2%
COc1ccc(C(=O)Nc2cc(Cl)cc(Cl)c2)c(OC)n1 | -0.7% | 2.6% | 68.3% | -0.9% | 0.3% | -3.0 | 17.4% | 12.4% | 6.8% | ?
Clc1ccc(CN2CCc3c([nH]c4ccccc34)C2)cc1Cl | 16.1% | 16.1% | -91.3%[inhibitor] | -2.9% | -0.3% | 3.6 | -58.5%[inhibitor] | -14.5% | ? | ?
CCN(CC(=O)Nc1cc(C)c(Cl)cc1OC)CC(=O)NC1CCS(=O)(=O)C1 (stereo not given) | -4.8% | 5.2% | 9.1% | 2.0% | -0.2% | -1.6 | -17.0% | 1.2% | -1.4% | 12.8%
O=C(NNC(=O)c1ccc2c(c1)OCO2)NC1CCCCC1 | -2.4% | ? | 6.1% | -3.4% | 0.2% | 3.6 | 13.1% | 3.3% | 7.7% | -2.9%
COCCn1c(SCC(=O)c2c(N)n(C3CC3)c(=O)[nH]c2=O)nnc1-c1ccc(Cl)cc1 | -0.9% | / | 2.1% | 13.0% | 0.1% | -2.0 | 17.4% | 6.7% | 5.1% | 10.3%
Clc1ccc(-c2csc(-c3ccncc3)n2)cc1 | -5.5% | -7.9% | -2.9% | 0.8% | -0.1% | 3.8 | -2.9% | 14.9% | 8.5% | ?
CCOc1ccc(NS(=O)(=O)c2ccc(C(=O)NNC(=O)c3ccccc3O)cc2)cc1 | -4.0% | / | -57.6% | 1.3% | 0.0% | 1.8 | -18.1% | 0.3% | -20.3% | -16.6%
COc1ccc(/C(N)=N/O)c(OC)c1 | -1.9% | 6.1% | 1.3% | -3.0% | 0.5% | 2.7 | 11.1% | 0.5% | -4.1% | -15.3%
COc1ccccc1/C=C/C(=O)c1ccc(Cl)cc1 | -7.6% | -3.8% | -66.1% | -1.0% | -0.8% | 12.6 | 0.9% | -0.9% | 30.0% | ?
COc1ccc(OCC(=O)NNC(=O)c2ccc(-c3ccccc3)cc2)cc1 | -8.1% | 47.7%[activator] | -1.8% | -0.8% | -0.1% | / | 12.6% | -1.7% | 3.6% | 0.9%
COc1c(CC=C(C)C)cc(C2CC(=O)c3c(O)cc(O)cc3O2)cc1CC=C(C)C (stereo not given) | -0.8% | ? | -11.0% | 0.0% | 0.3% | 5.4 | -38.3% | -8.6% | ? | ?
COc1ccccc1N1CCN(C(=O)c2ccc3nc[nH]c3c2)CC1 | 0.0% | 3.6% | 22.6% | -0.6%[46.1 µM] | -0.6% | -9.8 | -18.7% | -0.5% | 5.5% | -3.5%
C/C(=N/NC(=O)c1cc(C)[nH]n1)c1ccncc1 | -8.5% | -5.8% | 51.6% | -3.3% | 0.4% | 2.1 | -10.0% | 19.1% | -3.1% | ?
COc1ccccc1CNC(=O)CSc1cc(=O)n(C)c2ccccc12 | -1.0% | 2.5% | -5.5% | -1.3% | -0.1% | 0.6 | 2.0% | -1.9% | 4.8% | -17.3%
COc1cccc2sc(Nc3nc(C)c(C(C)=O)s3)nc12 | -5.4% | -1.4% | -15.1% | 0.2% | 0.0% | -2.6 | ? | 15.3% | 4.7% | ?
CN1CCN(S(=O)(=O)c2ccc(Nc3ccc(F)cc3)c([N+](=O)[O-])c2)CC1 | -7.5% | / | -0.1% | 0.4% | -0.1% | 10.9 | 6.9% | -0.8% | -5.4% | 5.2%
O=C(CSc1nncc2ccccc12)Nc1cccc(O)c1 | -7.3% | 46.6%[activator] | -13.5% | 0.4% | 0.3% | 11.0 | 13.7% | 3.2% | -1.5% | -8.4%
O=C(CSc1nnc(-c2ccncc2)n1Cc1ccco1)Nc1nccs1 | -7.0% | -5.6% | -18.0% | 0.1%[46.1 µM] | -1.0% | 2.9 | 1.1% | -9.5% | 1.0% | -24.0%
CCN(CC(=O)Nc1c(F)cccc1F)C(=O)/C=C/c1ccc(Br)s1 | 0.4% | / | -13.2% | -2.0% | -0.5% | 9.6 | -2.4% | 1.7% | 0.7% | 4.7%
CC1CC(C)CN(C(=O)c2ccc(S(=O)(=O)N3CC(C)CC(C)C3)cc2)C1 (stereo not given) | -5.3% | -11.8% | -16.8% | -5.2% | 0.4% | ? | 0.0% | 8.8% | 3.5% | ?
Cc1ncc(COCc2ccccc2)c(CO)c1OCc1ccccc1 | 0.1% | / | 24.5% | 0.7% | / | / | -1.4% | / | / | /
COc1ccc(-c2nc(N)ncc2-c2ccccc2OC)c(O)c1 | -2.9% | -1.6% | 8.3% | 12.7% | 0.3% | 5.3 | -20.6% | -4.2% | 0.0% | -12.9%
CCOC(=O)N1CCC(NC(=O)c2ccc3c(c2)N=C(C)c2ccccc2S3)CC1 | -5.7% | 9.1% | -18.9% | 9.3% | 0.0% | 21.1 | 9.6% | -1.7% | -1.0% | -13.2%
Cc1cccc2c(C(=O)O)c3cccc(C)c3nc12 | -7.0% | / | -10.0% | -5.3% | / | / | 5.2% | / | / | /
CC(C(=O)O)n1cc(C#N)c(=O)[nH]c1=O (stereo not given) | -5.1% | / | -15.2% | -3.8% | / | / | 6.9% | / | / | /
O=C(c1cccnc1)N1CCN(S(=O)(=O)c2cccs2)CC1 | -2.9% | ? | -14.4% | -1.5% | -0.9% | 1.9 | 8.4% | 13.4% | 10.9% | 14.3%
COc1ccc(C(=O)Nc2ccc(C(=O)Nc3cccnc3)cc2)cc1 | 2.3% | 57.4%[activator] | 1.3% | / | -0.4% | 2.5 | 14.3% | / | 3.2% | 1.4%
